NR1D1 modulator – modulates human Rev-erb alpha binding to DNA | P20393 | activity, % at 10 µM | AID 1259318 | hit rate 0.79% among 370,000 | Rev-erbα–FITC-DNA binding, fluorescence polarization, 90 min;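 active = activity above about 14%, limit read from the data; passing the limit was not always enough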;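 also: 0% = DMSO wells with 35 nM protein and 100% = DMSO wells with 750 nM protein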
PG9 binder – binds the HIV-1 gp120 antibody PG9; inhibition, % at 6.7 µM; TR-FRET gp120-PG9 antibody binding; hit rate 0.43% among 360,000; AID 624416; in the data active = inhibition above about 8.5%
PRMT1 inh – PRMT1 (human) inhibition, primary screen | recombinant PRMT1, activity-based probe fluorescence polarization | inhibition, % at 2.79 µM | hit rate 1.3% among 370,000;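 active = inhibition above about 21% made by adding two undisclosed values, limit read from the data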
Target sequence (Q99873 whole entry, looked up): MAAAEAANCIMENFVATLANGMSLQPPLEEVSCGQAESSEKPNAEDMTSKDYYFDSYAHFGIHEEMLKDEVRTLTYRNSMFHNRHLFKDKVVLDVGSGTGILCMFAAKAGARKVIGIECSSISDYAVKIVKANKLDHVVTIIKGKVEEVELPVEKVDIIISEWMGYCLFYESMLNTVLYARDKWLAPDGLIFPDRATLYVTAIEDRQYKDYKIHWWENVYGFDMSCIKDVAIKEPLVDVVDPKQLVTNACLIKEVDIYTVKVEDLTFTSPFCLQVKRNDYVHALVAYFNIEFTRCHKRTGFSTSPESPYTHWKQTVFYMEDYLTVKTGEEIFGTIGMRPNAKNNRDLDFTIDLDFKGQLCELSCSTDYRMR
HTRA1 inhibitor – inhibitors of human serine peptidase HTRA1; Q92743; hit rate 0.5% among 340,000; recombinant HTRA1, FP-rhodamine activity-based probe, fluorescence polarization; inhibition, % at 5.96 µM; in the data active = inhibition above about 36%;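 also: 0% = enzyme with DMSO and 100% = wells lacking enzyme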
TCR-CD3 inh – blocks the human TCR-CD3 interaction; AID 651800; inhibition, % at 9.4 µM; hit rate 0.37% among 360,000; TAMRA-labeled TCR probe fluorescence, biochemical; in the data active = inhibition above about 19%;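 also: recombinant mutant TCR 2C K166C tagged with TAMRA read by polarization; 0% = receptor in buffer alone and 100% = receptor with positive control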
rCAG binder – molecules binding r(CAG) RNA repeats | r(CAG) RNA repeat, TO-PRO-1 dye displacement fluorescence | inhibition, % at 3 µM | hit rate 1.3% among 370,000 | AID 651821;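 active = inhibition above the plate cutoff, the mean of all test compounds on that plate plus 3 SD, cut at about 35% in these data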;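 also: 0% = DMSO alone and 100% = 100 µM mitoxantrone as full dye displacement; higher means more dye released from RNA so lower well fluorescence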
SIAE inh – blocks human sialic acid acetylesterase. Q9HAT2. SIAE FP-Rh probe binding, fluorescence polarization. inhibition, % at 9.66 µM. hit rate 0.69% among 370,000;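 active = inhibition above a cutoff: mean of compounds within the control limits plus 3 SD of those, cut at about 17% in these data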;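 also: 0% = plate median of compound wells and 100% = probe without SIAE protein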
Target sequence (Q9HAT2 whole entry, looked up): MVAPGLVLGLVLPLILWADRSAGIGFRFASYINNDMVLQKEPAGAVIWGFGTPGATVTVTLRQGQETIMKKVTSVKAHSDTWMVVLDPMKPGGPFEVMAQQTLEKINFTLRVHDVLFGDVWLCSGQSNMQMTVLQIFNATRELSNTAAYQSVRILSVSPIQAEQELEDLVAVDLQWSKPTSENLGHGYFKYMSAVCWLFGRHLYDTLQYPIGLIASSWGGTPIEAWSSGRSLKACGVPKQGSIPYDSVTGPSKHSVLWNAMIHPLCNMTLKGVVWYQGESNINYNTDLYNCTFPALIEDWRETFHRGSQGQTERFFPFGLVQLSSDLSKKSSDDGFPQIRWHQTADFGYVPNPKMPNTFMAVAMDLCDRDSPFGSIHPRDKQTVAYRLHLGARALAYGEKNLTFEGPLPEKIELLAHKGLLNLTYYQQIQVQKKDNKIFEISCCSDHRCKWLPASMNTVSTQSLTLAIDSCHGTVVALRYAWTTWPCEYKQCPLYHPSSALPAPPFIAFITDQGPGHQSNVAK
LEDGF integ inh – blocks HIV-1 LEDGF/p75-dependent DNA integration. TR-FRET IN-LEDGF/p75 DNA integration, Eu/Cy5. inhibition, % at 3.7 µM. hit rate 0.64% among 370,000;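 active = inhibition above the screen-wide mean plus 3 SD, cut at about 13% in these data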;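 also: signal is the Cy5 over europium emission ratio at 671 and 618 nm; 0% = plate median of compound wells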
mABHD4 FP – ABHD4 (mouse) inhibition, primary FP screen; hit rate 0.54% among 370,000; AID 720543; purified mABHD4, FP-Rh probe fluorescence polarization; Q8VD66; inhibition, % at 8.92 µM;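 active = inhibition exceeding the mean over every tested compound plus 3 SD, cut at about 30% in these data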;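 also: 0% = plate median of compound wells and 100% = S159A mutant with DMSO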
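Test system: mABHD4 protein; Read-out basis: % inhibition; Incubation: 45 min + 60 min at 25 °C; Repeats: single replicate; Technique: fluorescence polarization with parallel and perpendicular emission, 525/598 nm; Compound: 8.92 µM, single dose; Benchmarks: full inhibition S159A mutant plus DMSO, zero as sample-well median.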
TDP2 absorb – TDP2 (human) inhibition, absorbance primary screen; O95551; recombinant TDP2, T5PNP hydrolysis, p-nitrophenol absorbance 415 nm; inhibition, % at 12.8 µM; hit rate 0.34% among 370,000; AID 720702;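 active = inhibition above the mean of all tested compounds plus 3 SD, set per campaign, cut at about 25% in these data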;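 also: 0% = DMSO with enzyme and 100% = buffer with substrate but no TDP2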
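Test system: human TDP2 enzyme; Input: 120 nM TDP2 per well; Buffer or medium: Mg2+-containing Tris-HCl buffer, pH 7.5; Reagent: 5 mM T5PNP; Dosing: 12.8 µM single point, 1% DMSO; Incubation: reaction 2 h, 37 °C; Detection: p-Nitrophenol epi absorbance; Read-out: % inhibition relative to enzyme-containing and enzyme-free wells; Replicates: single well per compound.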
Numbers without * were called inactive; i = inactive; x = no result given.

The line under a structure holds: NR1D1 modulator, PG9 binder, PRMT1 inh, HTRA1 inhibitor, TCR-CD3 inh, rCAG binder, SIAE inh, LEDGF integ inh, mABHD4 FP, TDP2 absorb
1. Cn1c(SCC(=O)Nc2ccc(Br)cn2)nnc1C1CC1
 : -4, 0.7, 10, 9, 1, 0, -1, -2, -9, -8
2. CSC1=NCCN1C(=O)C12CC3CC(CC(C3)C1)C2
 : 0, 0.7, 8, 4, -4, -5, -7, -4, -12, -16
3. CC1CCN(S(=O)(=O)c2ccc(NC(=O)C3CSC4(C)CCC(=O)N34)cc2)CC1 (stereo not given)
 : 1, 2.1, 5, -6, -1, 7, -6, -3, 6, 0
4. CCC1Sc2ccc(S(=O)(=O)CCC(=O)Nc3ccc(C(=O)OC)cc3)cc2NC1=O (stereo not given)
 : -5, 1.3, -3, -4, 1, 5, -3, 0, 5, 2
5. CC1CCCN(CCC(=O)Nc2ccccc2)C1 (stereo not given)
 : -2, 0.5, 6, 0, -4, 0, 3, -5, 8, 8
6. CCOc1ccc(S(=O)(=O)NCc2cccnc2)cc1C
 : -4, -1.8, 1, -3, 1, 2, -3, 3, 0, -1
7. COC(=O)C1=CN(C(C)C)C=C(C(=O)OC)C1c1cccc(OC)c1
 : -2, 0.9, -1, -3, 5, -6, 3, -4, 0, -2
8. N#Cc1c(NC(=O)C2CC(Cl)=CCC2C(=O)O)sc2c1CCCCC2 (stereo not given)
 : -3, 2.9, 10, -7, 1, 43*, 7, 2, 2, -1
9. COCCCn1c(=NC(=O)c2ccncc2)c(C#N)cc2c(=O)n3cccc(C)c3nc21
 : 0, -0.9, 16, 5, 8, -7, -4, 2, 6, 11
10. O=C(NCc1cccc(Cl)c1)C1CCN(S(=O)(=O)c2ccc(F)cc2)CC1
 : -5, -0.4, 3, -10, 5, -6, 2, -2, 5, 23

Some of these compounds in order of length of the SMILES, descending:
The line under a structure holds: NR1D1 modulator, PG9 binder, PRMT1 inh, HTRA1 inhibitor, TCR-CD3 inh, rCAG binder, SIAE inh, LEDGF integ inh, mABHD4 FP, TDP2 absorb
3. CC1CCN(S(=O)(=O)c2ccc(NC(=O)C3CSC4(C)CCC(=O)N34)cc2)CC1 (stereo not given)
 : 1, 2.1, 5, -6, -1, 7, -6, -3, 6, 0
7. COC(=O)C1=CN(C(C)C)C=C(C(=O)OC)C1c1cccc(OC)c1
 : -2, 0.9, -1, -3, 5, -6, 3, -4, 0, -2
6. CCOc1ccc(S(=O)(=O)NCc2cccnc2)cc1C
 : -4, -1.8, 1, -3, 1, 2, -3, 3, 0, -1

(cont.)
The line under a structure holds: NR1D1 modulator, PG9 binder, PRMT1 inh, HTRA1 inhibitor, TCR-CD3 inh, rCAG binder, SIAE inh, LEDGF integ inh, mABHD4 FP, TDP2 absorb
11. Cc1nn(C)cc1/C=C1\SC(=S)NC1=O
 : -1, -5.9, 2, 4, 4, -1, -5, 1, -1, 4
12. CC(=O)Nc1cc(-c2ccc(C(=O)N3CCOCC3)cc2)cn2c(-c3ccc(F)cc3)cnc12
 : -1, -2.8, 6, x, -4, 6, 0, 0, -8, 4
13. COc1ccc(OCCC(=O)OCC(=O)NCCc2ccccc2)cc1
 : 6, -0.8, 3, 3, -2, -6, 3, 7, -1, -8
14. CCn1nc(C)c(CNC(=O)CC2C(=O)NCCN2Cc2ccc(C)o2)c1C (stereo not given)
 : -5, -1.3, -1, 1, 9, -3, -2, -3, -2, -16
15. CC1=C(C)CC(C(=O)NNC(=O)c2csc(C)c2C)C(C(=O)O)C1 (stereo not given)
 : 5, -1.8, -5, 3, 4, 1, 0, 1, 0, -7
16. COc1cc(COCC(O)CN2CCN(CCN3C(=O)c4cccc5cccc(c45)C3=O)CC2)cc(OC)c1OC (stereo not given)
 : -2, 0.0, 4, 4, 2, -6, 0, 1, -5, 6
17. O=C(NNC(=O)c1cc(-c2ccco2)nc2ccccc12)c1ccccc1
 : -6, 0.1, 13, 1, 12, 4, 2, -6, 3, 1
18. Cc1[nH]nc2c1C(c1ccccc1)C1=C(CC(C)(C)CC1=O)N2 (stereo not given)
 : -3, -0.6, -2, 5, 4, -2, 1, i, 2, 11
19. CC1(C)CC(NC(=S)NC2CC2)CC(C)(C)N1
 : 2, -0.1, -5, 3, -1, -1, 10, 5, 1, 5
20. COc1ccc(CN(C)C(=S)Nc2ccc(Cl)cc2)cc1
 : 2, -0.3, -1, -4, 2, 1, 3, -1, -5, -11
21. Cc1ccc(NC(=O)Cc2ccc(Cl)c(Cl)c2)cc1S(=O)(=O)N(C)C
 : 0, -1.2, -1, -38, -3, 8, -9, -1, -29, -9
22. CCN(c1ccccc1)S(=O)(=O)c1cc2c3c(c1)C(C)C(=O)N3CCC2 (stereo not given)
 : 11, 0.0, 1, -8, -1, 3, -1, -1, 0, 8
23. COC[C@H]1CCCN1c1cccc2c1S(=O)(=O)N(C1CC1)CCCO2
 : 6, x, 3, x, x, 2, 1, 0, 7, 1
24. S=C(NCCN1CCOCC1)NC1CCCCC1
 : 4, -2.2, -5, 1, -1, -4, -4, 4, 0, -4
25. N#C/C(=C/c1ccc(N2CCOCC2)o1)C(=O)NC1CCCCC1
 : 9, -14, -41, -24, -4, -29, 5, -2, -26, -4
26. O=C(O)CCCn1c(O)c(C=C2N=c3ccccc3=N2)sc1=S
 : -5, -5.1, 17, 5, 3, 45*, -5, 2, 10, -4
27. CCN(CC(=O)Nc1c(F)cccc1F)C(=O)CCCOc1ccc(OC)cc1
 : -4, -1.3, -4, -3, 9, -4, -3, -1, -1, 0
28. Cn1cc(S(=O)(=O)CC(=O)N2CCc3ccccc32)c2ccccc21
 : 7, 0.3, -5, -11, -3, 5, 1, 3, -5, -19
29. COc1ccc(C2/C=C\CN(S(=O)(=O)/C=C/c3ccccc3)CC(=O)N2Cc2ccc(F)cc2)cc1 (stereo not given)
 : 4, 0.6, -4, -35, 13, 4, -5, -3, -5, 6
30. Cc1sc2ncnc(NCC3(N4CCOCC4)CCCCC3)c2c1C
 : 10, -0.1, 0, -1, -3, 3, 7, 4, 1, -10

An excerpt from above in order of their number in PRMT1 inh, highest first:
No. | molecule | NR1D1 modulator | PG9 binder | PRMT1 inh | HTRA1 inhibitor | TCR-CD3 inh | SIAE inh | LEDGF integ inh | mABHD4 FP | TDP2 absorb
9 | COCCCn1c(=NC(=O)c2ccncc2)c(C#N)cc2c(=O)n3cccc(C)c3nc21 | 0 | -0.9 | 16 | 5 | 8 | -4 | 2 | 6 | 11
17 | O=C(NNC(=O)c1cc(-c2ccco2)nc2ccccc12)c1ccccc1 | -6 | 0.1 | 13 | 1 | 12 | 2 | -6 | 3 | 1
13 | COc1ccc(OCCC(=O)OCC(=O)NCCc2ccccc2)cc1 | 6 | -0.8 | 3 | 3 | -2 | 3 | 7 | -1 | -8
11 | Cc1nn(C)cc1/C=C1\SC(=S)NC1=O | -1 | -5.9 | 2 | 4 | 4 | -5 | 1 | -1 | 4
14 | CCn1nc(C)c(CNC(=O)CC2C(=O)NCCN2Cc2ccc(C)o2)c1C (stereo not given) | -5 | -1.3 | -1 | 1 | 9 | -2 | -3 | -2 | -16
29 | COc1ccc(C2/C=C\CN(S(=O)(=O)/C=C/c3ccccc3)CC(=O)N2Cc2ccc(F)cc2)cc1 (stereo not given) | 4 | 0.6 | -4 | -35 | 13 | -5 | -3 | -5 | 6
15 | CC1=C(C)CC(C(=O)NNC(=O)c2csc(C)c2C)C(C(=O)O)C1 (stereo not given) | 5 | -1.8 | -5 | 3 | 4 | 0 | 1 | 0 | -7

Limited to NR1D1 modulator, TDP2 absorb and TCR-CD3 inh, for some of the entries so far:
cpd	Compound	NR1D1 modulator	TDP2 absorb	TCR-CD3 inh
29	COc1ccc(C2/C=C\CN(S(=O)(=O)/C=C/c3ccccc3)CC(=O)N2Cc2ccc(F)cc2)cc1 (stereo not given)	4	6	13
30	Cc1sc2ncnc(NCC3(N4CCOCC4)CCCCC3)c2c1C	10	-10	-3

Remaining list, next part.
The line under a structure holds: NR1D1 modulator, PG9 binder, PRMT1 inh, HTRA1 inhibitor, TCR-CD3 inh, rCAG binder, SIAE inh, LEDGF integ inh, mABHD4 FP, TDP2 absorb
31. CC(NC(=O)OC1CCCCC1)N1C(=O)C2C3C=CC(C3)C2C1=O (stereo not given)
 : -1, 1.2, 2, 6, -4, 0, 1, 0, 6, 4
32. CCN(CC)S(=O)(=O)c1ccc(N2CCCC2)c(NC(=O)C2CSC3(C)CCC(=O)N23)c1 (stereo not given)
 : -1, -0.1, 1, -4, 4, 1, 3, 1, 4, 2
33. Cc1ccc(-c2cc(C(F)F)n3ncc(C(=O)Nc4cn(C)nc4C)c3n2)cc1
 : -5, -3.1, -4, 1, 2, 3, 7, 0, -1, 4
34. Cc1ccc(N2CCOCC2)c2c1C(=O)c1ccccc1C2=O
 : 8, -9.4, 2, 21, -6, 0, 4, -1, 17, 5
35. COc1ccc(NS(=O)(=O)c2cccc(-c3nnc(-c4ccccc4)o3)c2)cc1
 : -4, -0.5, 1, -47, -4, 8, -19, 8, -16, -5
36. O=C(Nn1c(C2CC2)nc2ccccc2c1=O)c1ccco1
 : 3, 0.8, -2, 0, 1, -2, 4, -1, -14, 3
37. CC(C)c1ccc(/C=N/NC(=O)c2cccc(Cl)c2)cc1
 : -2, 0.6, -2, -18, -2, 4, -14, 3, -10, 9
38. Cn1c(N)c(C(=O)CSc2nn(-c3ccccc3)c(=S)s2)c(=O)n(C)c1=O
 : 10, -0.7, -4, -34, -4, 5, -23, 2, -15, -6
39. COc1cc2c(cc1OC)C(C(=O)Nc1ccc(F)c(Cl)c1)CC(=O)N2 (stereo not given)
 : 0, 0.2, 3, -1, -4, 0, -4, -1, 2, -7
40. Cc1c(C)c2ccc(OCC(=O)Nc3ccc(CN4CCOCC4)cc3)cc2oc1=O
 : -26, 0.1, -1, -4, 0, -3, 2, 0, 7, -3

An excerpt (hit frequency here may not be typical).
